Compound activity (PubChem)
ASAP1 inh – inhibitors of human ASAP1 ArfGAP activity | Q9ULH1 | ASAP1-stimulated ARF1 GTP hydrolysis, GDP FP detection | inhibition, % at 16.5 µM | 360,000 tested, 0.19% active | AID 624377; in the data active = inhibition above about 25%;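 also: 0% = vehicle with enzyme and substrate and 100% = no enzyme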
PLCg1 inh – PLC-gamma1 (human) inhibition, primary screen; 370,000 tested, 0.84% active; P19174; AID 720700; purified PLC-gamma1, fluorogenic substrate, fluorescence; inhibition, % at 12.2 µM; in the data active = inhibition above about 9.5%
ADAM10 inh – inhibitors of human ADAM10; AID 720582; inhibition, % at 7 µM; recombinant ADAM10, EDANS/DABCYL FRET peptide cleavage, 3 h; 370,000 tested, 0.62% active;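 active = inhibition above a per-campaign cutoff equal to the mean of compounds falling between control-based bounds plus 3 SD, cut at about 20% in these data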;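 also: 0% = DMSO wells while the 100% control is not disclosed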
DDE Tn7 FP inh – inhibitors of Tn7 peptide binding to human fibrin DD(E) | FP displacement of FITC-Tn7 peptide from fibrin DD(E); 0% = median of compound wells per plate | inhibition, % at 8.3 µM | 370,000 tested, 0.13% active | AID 720508;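 active = inhibition above the mean of compounds falling within the control limits plus 3 SD of them, cut at about 14% in these data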;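 also: 0% = plate median of compound wells and 100% = 10 µM Aha-Tn7 peptide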
Target sequence (P02675 whole entry, looked up): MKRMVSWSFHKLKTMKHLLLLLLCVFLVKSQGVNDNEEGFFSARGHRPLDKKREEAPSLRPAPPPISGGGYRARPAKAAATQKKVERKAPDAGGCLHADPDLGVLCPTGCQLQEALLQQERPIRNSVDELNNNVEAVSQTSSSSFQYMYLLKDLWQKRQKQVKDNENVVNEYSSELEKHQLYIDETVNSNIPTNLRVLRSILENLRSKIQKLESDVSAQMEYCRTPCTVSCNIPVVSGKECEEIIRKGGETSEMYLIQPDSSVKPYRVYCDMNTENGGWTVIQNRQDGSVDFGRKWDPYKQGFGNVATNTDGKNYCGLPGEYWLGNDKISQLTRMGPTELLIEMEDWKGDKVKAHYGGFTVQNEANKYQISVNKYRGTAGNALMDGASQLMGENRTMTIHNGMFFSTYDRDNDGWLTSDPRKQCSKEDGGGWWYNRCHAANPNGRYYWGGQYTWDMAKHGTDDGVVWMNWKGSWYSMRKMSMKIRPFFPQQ
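Test system: human clot-derived fibrin DD(E) complex / Quantity: 2 µM final DD(E) protein / Incubation: 10 min plus 3 h, room temperature / Measured by: fluorescence polarization / Benchmarks: high control of 10 µM Aha-Tn7 peptide / Replicates: singlicate testing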
LEDGF integ inh – blocks HIV-1 LEDGF/p75-dependent DNA integration; TR-FRET IN-LEDGF/p75 DNA integration, Eu/Cy5; inhibition, % at 3.7 µM; 370,000 tested, 0.64% active;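 active = inhibition above the screen-wide mean plus 3 SD, cut at about 13% in these data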;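 also: signal is the Cy5 over europium emission ratio at 671 and 618 nm; 0% = plate median of compound wells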
Tn6 DDE FP – inhibitors of Tn6 peptide binding to human fibrin DD(E); P02675; Fibrin DD(E) TRITC-Tn6 fluorescence polarization displacement; inhibition, % at 8.3 µM; 370,000 tested, 0.21% active;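 active = inhibition above a per-campaign cutoff: mean of compounds within control limits plus 3 SD, cut at about 15% in these data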;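 also: 0% = median of all compound wells on the plate and 100% = blocking peptide control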
KLK7 zymogen act – proKLK7 (human) activation, primary screen. P49862. purified proKLK7, EDANS-DABCYL substrate fluorescence; 100% is mature enzyme control, 0% vehicle. activation, % at 7 µM. 370,000 tested, 0.9% active;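 active = activation above the mean of all tested compounds plus 3 SD, computed per campaign excluding outliers beyond control limits, cut at about 13% in these data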
ARFGAP1 inhibitor – rat ARFGAP1 inhibition. Q62848. Arfgap1-stimulated ARF1 GTP hydrolysis, GDP FP detection. inhibition, % at 16.5 µM. 360,000 tested, 0.26% active. AID 651572;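 active = inhibition above a per-plate limit, mean inhibition of low control wells plus 3 SD, cut at about 25% in these data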;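 also: 0% = DMSO wells with enzyme and 100% = wells lacking Arfgap1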
Target sequence (Q62848 1-136 limits assumed): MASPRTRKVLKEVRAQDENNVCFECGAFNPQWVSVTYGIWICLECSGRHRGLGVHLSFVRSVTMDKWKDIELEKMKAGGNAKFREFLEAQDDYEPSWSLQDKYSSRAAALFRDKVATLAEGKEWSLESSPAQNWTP
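material = rat Arfgap1 catalytic domain, aa 1-136 | also added = human ARF1(Δ1-17)-GTP substrate | compound dosing = one concentration, 16.5 µM, DMSO 1.26% | times = GTP hydrolysis reaction 2 h at 25 °C | measured by = FP, GDP Alexa 633 tracer displaced from anti-GDP antibody, 620/688 nm | evaluation = percent inhibition of Arfgap1-stimulated GTP hydrolysis | replication = single well per compound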
TDP2 absorb – TDP2 (human) inhibition, absorbance primary screen | O95551 | recombinant TDP2, T5PNP hydrolysis, p-nitrophenol absorbance 415 nm | inhibition, % at 12.8 µM | 370,000 tested, 0.34% active;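 active = inhibition above the mean of all tested compounds plus 3 SD, set per campaign, cut at about 25% in these data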;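 also: 0% = DMSO with enzyme and 100% = buffer with substrate but no TDP2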
Target sequence (O95551 whole entry, looked up): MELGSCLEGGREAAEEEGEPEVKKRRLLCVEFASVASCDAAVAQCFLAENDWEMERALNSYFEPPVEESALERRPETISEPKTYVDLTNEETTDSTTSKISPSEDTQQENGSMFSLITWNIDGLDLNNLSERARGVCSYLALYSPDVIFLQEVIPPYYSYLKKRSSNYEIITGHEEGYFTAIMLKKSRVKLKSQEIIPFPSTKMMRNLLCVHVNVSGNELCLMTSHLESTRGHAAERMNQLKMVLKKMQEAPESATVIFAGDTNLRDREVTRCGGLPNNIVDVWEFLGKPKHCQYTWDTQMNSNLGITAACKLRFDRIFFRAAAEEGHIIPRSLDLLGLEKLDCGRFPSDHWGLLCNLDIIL
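Material: recombinant human TDP2; quantity: TDP2 enzyme at 120 nM final; medium: Tris-HCl pH 7.5 with MgCl2; compound: single concentration, 12.8 µM nominal, with 1% DMSO; incubation: 2 h enzyme incubation at 37 °C; signal: epi absorbance; measure: percent inhibition; benchmarks: high control without enzyme, low control DMSO plus TDP2; repeats: singlicate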
ADAM17 inh – inhibits human ADAM17. AID 720648. P78536. inhibition, % at 6.95 µM. recombinant ADAM17, EDANS/DABCYL FRET peptide cleavage. 370,000 tested, 0.83% active;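 active = inhibition above the mean of compounds lying between control limits plus 3 SD, set per campaign, cut at about 8.5% in these data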;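 also: 0% = DMSO-only wells as the low control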
* marks the source's active call; other numbers are inactive results.

entry | Structure | ASAP1 inh | PLCg1 inh | ADAM10 inh | DDE Tn7 FP inh | LEDGF integ inh | Tn6 DDE FP | KLK7 zymogen act | ARFGAP1 inhibitor | TDP2 absorb | ADAM17 inh
1 | COc1cccc(CNC(=O)N2CCN(c3ccccc3C)CC2)c1 | 8 | 1 | 9 | -7 | 4 | 6 | 0.0 | -1 | 5 | 3
2 | Cc1ccc(S(=O)(=O)n2cnc3ccccc32)c(C)c1 | -9 | 9 | 0 | -4 | 4 | 3 | -0.5 | 0 | -3 | -3
3 | COC(=O)Cc1c(O)ccn(Cc2ccccc2OC)c1=O | -4 | -1 | -8 | 0 | 3 | 1 | 0.1 | 4 | -1 | -4
4 | COC(=O)c1nc(NC(=O)c2ccc(Cl)cc2)n[nH]1 | 2 | -1 | -7 | 4 | 0 | -1 | -0.2 | -1 | -4 | -3
5 | O=C(CN1CCN(Cc2ccccc2)CC1)NCc1ccc(Cl)cc1 | -9 | 3 | 10 | -4 | 1 | 0 | 0.7 | 12 | -13 | 0
6 | COc1ccccc1-c1nc2cc3ccccc3cc2nc1-c1ccccc1OC | -2 | -40 | -6 | 4 | 2 | -1 | -1.0 | 9 | 7 | 1
7 | COc1cc(NC(=O)CN2CCCCCC2)cc(OC)c1 | 4 | -1 | 3 | 4 | 19* | -2 | 0.2 | 4 | 2 | 1
8 | CCn1cnc2cc(NCc3nc4ccccc4n3Cc3ccccc3)ccc21 | 4 | -33 | -12 | -2 | 3 | -6 | 0.0 | 6 | -6 | -5
9 | COc1ccc(NC(=O)COC(=O)CNC(=O)C2CCCCC2)cc1OC | 10 | 0 | -3 | 2 | 7 | -6 | 0.3 | -8 | 0 | 0
10 | COc1ccc(N=C2SC(CC(=O)Nc3ccccc3F)C(=O)N2Cc2ccco2)cc1 (centres undefined) | 8 | 1 | 8 | 6 | 2 | 8 | 0.0 | -5 | -1 | 5
11 | C/C(=N\O)c1ccc2c3c([nH]c2c1)CCCC3 | -2 | -411 | -215 | -4 | -1 | -2 | 5.2 | 17 | -10 | -78
12 | CCn1cc(S(=O)(=O)N2CCc3ccccc3C2)cn1 | -1 | 1 | 0 | -2 | 1 | 2 | 0.5 | -8 | 15 | 3
13 | CCN(CC)CCNCc1ccc(Br)cc1OCC(=O)NCc1ccccc1 | 0 | 0 | 9 | -7 | 1 | 3 | -0.3 | -10 | 1 | 0
14 | O=C(CCNC(=O)C1CCN(S(=O)(=O)c2ccc(F)cc2)CC1)NCc1cccc(Cl)c1 | 3 | 1 | -4 | 0 | -2 | 1 | -0.6 | 4 | -7 | -1
15 | C[C@H](CO)N1C[C@H](C)[C@@H](CN(C)Cc2ccc(-c3ccccc3)cc2)Oc2c(NS(=O)(=O)c3ccc(F)cc3)cccc2C1=O | -3 | 1 | 16 | -1 | 4 | -9 | 0.3 | 2 | -7 | 8
16 | CCOC(=O)c1sc(NC(=O)CCN2CCC(C)CC2)c(C(=O)OCC)c1C | 0 | 2 | -3 | -8 | -1 | -1 | 0.1 | 5 | -1 | 0
17 | FC(F)(F)c1ccccc1CN1CCCc2nc(-c3ccccc3)ccc21 | 12 | -39 | -69 | -10 | -2 | 4 | 1.1 | 9 | -7 | -18
18 | CCOc1ccc(NC(=S)N2CCCN(Cc3cccc(Cl)c3)C2)cc1 | -4 | -5 | 12 | 5 | 1 | -5 | 0.3 | 7 | -6 | 0
19 | CCOc1cc(NC(=S)NCC2CCCO2)c(OCC)cc1NC(=O)c1ccccc1C (centres undefined) | 0 | 4 | -1 | 2 | 1 | -1 | -0.6 | -7 | 5 | -2
20 | CC12CCC(C(=O)N3CCc4ccccc43)(CC1=O)C2(C)C (centres undefined) | 5 | -1 | 2 | -3 | -6 | -5 | -0.1 | 7 | -3 | 0
21 | c1ccc(-c2cnnc(N3CCCCC3)n2)cc1 | -4 | 0 | -1 | -2 | 0 | 6 | -0.4 | -5 | 10 | -3
22 | Cc1ccc2c(c1)N(C(=O)CCC(=O)NCCCN1CCN(C)CC1)CC(C)O2 (centres undefined) | 0 | 3 | -12 | -7 | -1 | -5 | -0.2 | -10 | -8 | 2
23 | COc1ccc(OC)c(NC(=O)N[C@@H](Cc2ccccc2)C(=O)O)c1 | 2 | -4 | 1 | 4 | -4 | 1 | 0.8 | -8 | 5 | -3
24 | COc1ccc(Cc2c(-c3ccc(C)cc3)nc3c(C)cc(Br)cn23)c(C)c1 | 4 | -10 | 5 | -2 | 0 | -3 | -0.9 | 0 | -10 | 0
25 | Cc1sc2ncn(CC(=O)NCCCC(=O)N3CCCCC3)c(=O)c2c1C | -7 | 1 | 4 | -3 | 0 | 4 | 0.0 | 11 | -19 | -2
26 | Cn1cc(C(=O)C(=O)NC2CCCCC2)c2ccccc21 | 6 | -1 | 4 | 3 | 0 | 3 | 0.3 | -8 | -5 | 1
27 | C=CCc1ccccc1OCC(O)CN(C(C)C)C(C)C (centres undefined) | 3 | 0 | -2 | -2 | -1 | -8 | -0.3 | 13 | 4 | -1
28 | Cc1ccc(NC(=O)COC(=O)c2ccc(-n3cnnn3)cc2)c(Br)c1 | -3 | -1 | 0 | 6 | 2 | 4 | 0.0 | 8 | 0 | -5
29 | Cc1ccc(CCCOC(=O)C[N+]2(C)CCCC2)cc1 | 4 | 0 | -6 | -2 | 0 | -7 | -0.8 | -3 | -1 | -4
30 | O=C1C(=O)N(c2nccs2)C(c2ccccc2F)/C1=C(\O)c1ccc2c(c1)OCCO2 (centres undefined) | -10 | -61 | -7 | -3 | 4 | -3 | 0.5 | -1 | 26* | -1
31 | CCOC(=O)c1nc(S(C)(=O)=O)ncc1Cl | 3 | 0 | -13 | 1 | 0 | -8 | 3.0 | 3 | 10 | -7
32 | CN(C)S(=O)(=O)c1ccc(C(=O)NCc2cccs2)cc1 | -4 | 0 | -4 | -5 | 0 | -5 | 0.2 | 0 | 9 | -2
33 | CC(NC(=O)COc1ccc(S(=O)(=O)N2CCCC2)cc1)c1ccccc1 (centres undefined) | 5 | -2 | 6 | 4 | 7 | 0 | -0.5 | 3 | 0 | 1
34 | C=CCn1cc(/C=N/N2C(=O)C3C4C=CC(C4)C3C2=O)c2ccccc21 (centres undefined) | 3 | -1 | 2 | 1 | 5 | -2 | -0.9 | 2 | -9 | -3
35 | COc1ccc(N2CCN(Cc3cc(OC)c(O)c([N+](=O)[O-])c3)CC2)cc1 | -9 | 1 | -4 | 0 | 2 | -2 | 0.2 | -10 | 2 | -1
36 | C[C@@H]1CC=C[C@@H]2[C@H]1C(=O)N(Cc1ccccc1)[C@H]2c1cccc(Br)c1 | 0 | 12* | 2 | 2 | 4 | -11 | 0.0 | -1 | -18 | 8.6*
37 | FC(F)(F)c1ccccc1NC(=S)N1CCCC1 | -2 | 2 | 2 | 4 | 3 | 5 | 0.6 | 2 | -19 | -1
38 | Oc1c(C(c2ccco2)N2CCC3(CC2)OCCO3)sc2ncnn12 (centres undefined) | -6 | -13 | -6 | -10 | 12 | -8 | -0.2 | -9 | -13 | -2
39 | O=C(O)c1ccc(CSCc2c(F)cccc2Cl)o1 | 12 | -1 | 5 | 10 | 0 | 7 | 0.1 | -6 | 7 | -2
40 | CC(C)CN(CCNC(=O)CN1C(=O)COc2ccc(S(=O)(=O)N3CCC(C)CC3)cc21)CC(C)C | -3 | 0 | -3 | 7 | 0 | 7 | 0.5 | -2 | 18 | 0
41 | CCN(CC(=O)Nc1c(F)cccc1F)C(=O)c1ccc(Sc2nncn2C)c([N+](=O)[O-])c1 | -7 | 0 | 1 | 1 | 0 | 4 | -0.1 | 7 | -10 | 6
42 | CC(=O)c1ccc(N2CCN(c3ccccc3O)CC2)c([N+](=O)[O-])c1 | 2 | -4 | 8 | -2 | -1 | -5 | -0.2 | -5 | -11 | 2
43 | CC(C)CN(CC(C)C)C(=O)CC(=O)NC(=O)c1ccc(Cl)cc1 | 1 | -1 | -2 | -4 | -2 | 1 | 0.3 | 8 | 6 | -5
44 | COC(=O)c1c(NC(=O)COC(=O)C2CCC2)sc(C)c1C | -8 | -4 | -3 | 9 | -2 | 4 | 0.0 | -3 | -16 | 1
45 | CCOc1ccc(C(=O)N2CCN(c3ccccc3)CC2)cc1 | -1 | -1 | -10 | 1 | 2 | 6 | 0.4 | 10 | -5 | -5
46 | CCOc1ccc2ccccc2c1C1NC(=O)N(C)C(C)=C1C(=O)OCCOC (centres undefined) | 8 | 3 | -2 | 5 | -1 | 5 | -0.2 | 1 | 6 | 0
47 | O=C(CNc1cc(S(=O)(=O)N2CCOCC2)ccc1N1CCCC1)N1CCc2ccccc21 | -8 | 0 | 4 | -4 | 5 | -4 | 0.1 | 2 | -2 | -1
48 | CN(C)S(=O)(=O)c1cccc(NC(=O)COC(=O)/C=C/c2ccc([N+](=O)[O-])cc2)c1 | 17 | -1 | -2 | -4 | -1 | -3 | 0.4 | 4 | -2 | 2
49 | CN1C[C@@H]2[C@@H]3C(=O)N(C)C(=O)[C@@H]3[C@](C)(C1=O)N2C(=O)c1ccc(C(C)(C)C)cc1 | 18 | 2 | 3 | 0 | 2 | -6 | 0.4 | 3 | 2 | 1
50 | CN1/C(=C/c2cccc[n+]2CCO)Sc2ccccc21 | -12 | 0 | -5 | 2 | 3 | 0 | 0.7 | -5 | -3 | -6

Among those listed so far, 2 contain an NH in an aromatic ring.
entry | Structure | ASAP1 inh | PLCg1 inh | ADAM10 inh | DDE Tn7 FP inh | LEDGF integ inh | Tn6 DDE FP | KLK7 zymogen act | ARFGAP1 inhibitor | TDP2 absorb | ADAM17 inh
4 | COC(=O)c1nc(NC(=O)c2ccc(Cl)cc2)n[nH]1 | 2 | -1 | -7 | 4 | 0 | -1 | -0.2 | -1 | -4 | -3
11 | C/C(=N\O)c1ccc2c3c([nH]c2c1)CCCC3 | -2 | -411 | -215 | -4 | -1 | -2 | 5.2 | 17 | -10 | -78

Next compounds
entry | Structure | ASAP1 inh | PLCg1 inh | ADAM10 inh | DDE Tn7 FP inh | LEDGF integ inh | Tn6 DDE FP | KLK7 zymogen act | ARFGAP1 inhibitor | TDP2 absorb | ADAM17 inh
51 | COc1ccc(C=O)c2[nH]c3c(Cl)ncnc3c12 | 9 | -49 | -52 | 5 | -2 | -7 | 1.2 | 10 | -8 | -28
52 | COc1ccc(CN(C)CCCn2cnc3c(OCc4ccccc4)ncnc32)cc1 | 2 | -1 | -5 | 8 | 1 | -3 | 0.3 | 8 | 3 | -1
53 | N#CCCN(C(=O)Nc1ccc(Cl)c(Cl)c1)c1ccccc1 | 12 | 2 | 4 | -2 | -1 | -10 | 0.2 | 6 | 9 | -3
54 | Cc1cnc(NC(=O)CSCc2c(C)noc2C)s1 | -7 | 2 | -3 | 6 | 0 | -4 | 0.6 | -7 | 1 | -1
55 | O=C(CCc1nc(-c2ccccc2Cl)no1)NCCc1ccccc1 | 3 | 1 | 4 | -1 | 4 | -8 | -0.4 | 4 | -8 | 2
